CHO-K1 Ca antag: counter-screen for M1 antagonists: effect in parental CHO-K1 cells; actives 0.6% (n = 360,000); ATP-induced calcium, Fluo-8 fluorescence; inhibition, % at 3 µM;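 active = inhibition above a per-plate cutoff, the plate's mean sample inhibition plus 3 SD, cut at about 24% in these data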;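 also: 0% = DMSO plus EC80 ATP and 100% = DMSO alone without ATP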
OXTR potentiator: potentiates the human oxytocin receptor response | CHO-OTR cells, Fluo-8 calcium fluorescence, potentiator mode; 0% = oxytocin EC15, 100% = EC100 | P30559 | AID 2445 | actives 0.061% (n = 320,000) | activation, % at 3 µM;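 active = activation above that plate's cutoff, the mean activation of tested compounds plus 3 SD, cut at about 6.6% in these data, passing the limit was not always enough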;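 also: 100% uses oxytocin at 75 nM as the full agonist control; some results filed as inactive read as strong as hits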
Target sequence (P30559 whole entry, looked up): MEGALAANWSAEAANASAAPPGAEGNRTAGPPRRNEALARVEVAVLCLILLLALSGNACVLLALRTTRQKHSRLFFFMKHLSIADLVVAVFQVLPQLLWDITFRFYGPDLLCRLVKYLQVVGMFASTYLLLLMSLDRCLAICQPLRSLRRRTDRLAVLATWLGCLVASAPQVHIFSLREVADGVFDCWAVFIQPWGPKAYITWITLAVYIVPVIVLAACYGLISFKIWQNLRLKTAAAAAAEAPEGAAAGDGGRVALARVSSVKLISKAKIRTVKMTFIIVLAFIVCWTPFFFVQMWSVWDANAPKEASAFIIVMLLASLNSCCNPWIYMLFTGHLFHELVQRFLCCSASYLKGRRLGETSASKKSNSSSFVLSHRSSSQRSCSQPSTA
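assay system = CHO-OTR cells, human receptor | schedule = compound 6 min at room temperature before oxytocin, 100 s read | detection = Fluo-8 intracellular calcium fluorescence, ex 470-495, em 515-575 nm | evaluation = normalized max/min fluorescence ratio, % activation | control set = EC15 oxytocin alone as 0%, 75 nM oxytocin (EC100) as 100%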
CHO parental Ca: signal in parental CHO cells, OX1R antagonist counter-screen; parental CHO-K1, ATP-induced calcium, Fluo-8 fluorescence; inhibition, % at 5.6 µM; actives 0.63% (n = 330,000); AID 463079;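 active = inhibition above that plate's mean sample inhibition plus 3 SD, cut at about 26% in these data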;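 also: 0% = ATP-challenged DMSO wells and 100% = DMSO wells without ATP; some compounds past the cut are filed as inactive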
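Assay system: untransfected parental CHO cell line. Also added: ATP agonist challenge. Dosing: one dose, 5.6 µM nominal. Measured by: Fluo-8 fluorescence. Read-out: % inhibition. Benchmarks: ATP wells versus no-ATP DMSO wells. Repeats: no replicates.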
V1aR counter: counter-screen for oxytocin receptor agonists: human V1a receptor agonists; actives 0.25% (n = 320,000); CHO-V1R cells, Fluo-8 calcium fluorescence, agonist mode; 0% DMSO, 100% 3 nM vasopressin; activation, % at 3 µM; AID 2797;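 active = activation above the mean activation of all tested compounds plus 3 SD, per screening run, cut at about 20% in these data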;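 also: signal is peak over basal fluorescence ratio across a 100 second FLIPR read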
TAAR1 agonist: human TAAR1 agonism; AID 624467; activation, % at 3 µM; Q96RJ0; actives 0.99% (n = 360,000); CHO RD-HGA16 TAAR1, Fluo-8 calcium fluorescence; vehicle wells 0%, saturating PEA agonist 100%;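 active = activation above the mean activation of all test compounds in the run plus 3 SD, cut at about 38% in these data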
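Test system: RD-HGA16 (CHO) cells co-expressing Gα16 and hTAAR1 / Benchmarks: DMSO vehicle as 0%, PEA at EC100 as 100% / Repeats: no replicates (n 1) / Measure: % activation from peak over basal fluorescence ratio, DMSO-to-PEA scaled / Timing: 17-24 h plating, Fluo-8 75 min 37 °C, 30 min RT / Technique: kinetic Fluo-8 calcium fluorescence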
M1 PAM parental: M1 PAM counterscreen hit in parental CHO-K1 cells. ATP EC20, Fluo-8 calcium fluorescence; 0% at ATP EC20, 100% at ATP max. activation, % at 3 µM. actives 0.02% (n = 360,000). AID 602247;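 active = activation above the run cutoff, the mean activation of all test compounds plus 3 SD, cut at about 40% in these data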;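 also: peak over basal fluorescence ratio in a 140 s read after ATP addition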
CHRM1 agonist: activates human CHRM1 receptor; P11229; CHO-K1 hM1, Fluo-8 calcium fluorescence, agonist mode; 0% DMSO, 100% acetylcholine EC100; activation, % at 3 µM; actives 0.33% (n = 360,000);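 active = activation above the run's mean compound activation plus 3 SD, cut at about 16% in these data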;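 also: peak over basal fluorescence ratio within a 140 s kinetic read after compound addition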
Target sequence (P11229 whole entry, looked up): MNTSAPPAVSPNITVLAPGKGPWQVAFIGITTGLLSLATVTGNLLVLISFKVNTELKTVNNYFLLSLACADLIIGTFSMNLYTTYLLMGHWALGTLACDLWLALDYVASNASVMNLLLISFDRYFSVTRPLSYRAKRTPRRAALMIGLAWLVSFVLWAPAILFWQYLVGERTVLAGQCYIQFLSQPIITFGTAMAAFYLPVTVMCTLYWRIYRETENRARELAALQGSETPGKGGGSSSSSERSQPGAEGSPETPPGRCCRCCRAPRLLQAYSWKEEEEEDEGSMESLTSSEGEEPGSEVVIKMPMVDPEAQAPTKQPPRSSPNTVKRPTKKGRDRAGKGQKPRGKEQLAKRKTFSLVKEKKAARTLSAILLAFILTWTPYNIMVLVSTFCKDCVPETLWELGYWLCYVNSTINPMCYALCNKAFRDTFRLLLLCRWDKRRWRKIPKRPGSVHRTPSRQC
TAAR1 antagonist: human TAAR1 antagonism; Q96RJ0; CHO RD-HGA16 TAAR1, Fluo-8 calcium fluorescence, antagonist; inhibition, % at 3 µM; actives 1.5% (n = 360,000); AID 624466;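 active = inhibition above a per-plate cutoff, the mean inhibition of test compounds on that plate plus 3 SD, cut at about 49% in these data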;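 also: 0% = DMSO plus EC80 beta-PEA response and 100% = DMSO alone without agonist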
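System: CHO RD-HGA16 cells bearing hTAAR1. Reagent: EC80 β-phenethylamine stimulus. Schedule: seeding 17-24 h prior, 75-min 37 °C, 30-min RT dye loading. Signal: Fluo-8 intracellular calcium dye fluorescence, real-time kinetic reads. Read-out: % inhibition from peak post-agonist over basal fluorescence ratio. Benchmarks: vehicle wells and EC80 agonist wells. Replicates: n of 1.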
M1 ag parental: M1 agonist counterscreen hit in parental CHO-K1 cells | AID 602248 | activation, % at 3 µM | Fluo-8 calcium fluorescence; scaled to maximal ATP response, vehicle zero | actives 0.48% (n = 360,000); in the data active = activation above about 15%;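 also: untransfected CHO-K1 host cells lacking M1 receptor as counterscreen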
Starred values were filed as active, the others as inactive; x = no result given.

mol	CHO-K1 Ca antag	OXTR potentiator	CHO parental Ca	V1aR counter	TAAR1 agonist	M1 PAM parental	CHRM1 agonist	TAAR1 antagonist	M1 ag parental
O=C(CCS(=O)(=O)c1ccccc1)N(CCCN1CCOCC1)c1nc2c(F)cccc2s1	-12.1	-5.8	-19.5	6.9	9.7	7.5	-5.8	-0.6	4.1
O=C(CSc1nc2ccccc2c(=O)[nH]1)c1ccccc1	-16.5	-2.6	-12.5	0.3	11.6	12.7	-1.5	-14.8	2.8
CCC(=O)Nc1ccc(C2=Nn3c(nnc3C(C)C)SC2)cc1	-11.3	-2.5	11.8	-0.4	-0.9	8.3	-1.4	-32.3	3.8
CCC(=O)OCCn1c(=O)c2cc3c(=O)n(CCOC(=O)CC)c(=O)c3cc2c1=O	-19.2	-0.2	1.6	0.8	0.7	13.1	-1.2	3.7	1.2
CC(=O)N1c2ccc(S(=O)(=O)N3CCC(C(=O)NCc4ccc(C)cc4)CC3)cc2CC1C (stereo unspecified)	-6.4	-12.1	-3.2	7.8	0.3	13.3	-2.6	0.6	1.6
CCOC(=O)C1CCN(C(=O)COC(=O)c2cc([N+](=O)[O-])ccc2N2CCOCC2)CC1	-0.5	-3.8	-9.6	-0.1	6.0	2.8	-2.9	-4.0	1.3
NC(=O)c1ccccc1NC(=O)CN1CCN(Cc2ccccc2)CC1	-2.6	-4.7	-2.6	3.3	0.5	7.4	-9.3	10.7	4.2
COC(=O)Cc1c(C)c2c(O)cc(C)cc2oc1=O	-7.6	-3.7	4.2	0.6	1.8	10.0	-1.5	-12.2	0.1
Cc1ccc2oc(-c3cccc(N)c3)nc2c1	-6.8	-10.5	-21.9	-0.4	5.0	14.8	-4.0	-4.5	0.4
CSc1ncc(C(=O)Nc2ccccc2C)c(C)n1	-0.5	-17.9	-5.3	0.7	0.2	9.1	-2.6	5.6	-0.3
O=C(NC1CC1)C1CC(=O)N(c2cccc(Cl)c2Cl)C1 (stereo unspecified)	-9.9	-5.9	-12.9	-0.2	1.9	13.3	-2.1	-9.7	1.1
O=S(=O)(Cc1ccccc1)Cc1cnc(Cl)s1	-7.3	-21.3	8.6	-0.1	0.2	16.4	-0.1	-21.8	-0.5
COc1ccccc1CNC(=O)CCCNS(=O)(=O)c1cccc2nsnc12	-19.2	-5.4	-16.9	-0.3	3.0	1.4	-2.5	-9.7	1.1
CN(C(=O)c1ccccc1C(=O)OCC(=O)NC(=O)NC(C)(C)C)C1CCCCC1	-14.6	-3.8	-4.6	-1.7	2.8	-10.1	-4.5	-8.4	0.0
C/C(=N/NC(=S)Nc1cccc(C)c1)c1cccc([N+](=O)[O-])c1	-0.9	-7.3	-8.1	0.4	-0.4	18.2	-9.0	7.0	1.8
Cc1cccc(N2CCN(C(=O)/C=C/c3cccs3)CC2C)c1 (stereo unspecified)	-6.2	-8.9	-13.1	2.7	5.2	20.7	-4.9	7.0	1.4
CCOC(=O)C1CCCN(c2c(NCC3CCCO3)c(=O)c2=O)C1 (stereo unspecified)	5.3	-5.6	-3.1	0.2	0.6	-9.7	8.3	-3.9	-0.1
Cc1cc2oc(C(=O)NCc3ccc4c(c3)OCO4)c(C)c2cc1C	-12.9	-9.4	-1.4	0.0	20.2	16.0	-2.4	25.2	0.2
COc1ccc(C(=O)n2c(N)nc3ccccc32)cc1OC	-3.6	-4.2	-5.7	0.0	1.7	8.2	-6.6	-8.4	1.1
Cc1ccc(OCC(=O)N2CCN(c3ccc([N+](=O)[O-])c(N4CCOCC4)c3)CC2)cc1	9.7	-6.0	-21.1	5.0	7.8	-8.9	4.1	1.6	0.2
COc1ccc(N2CC(C(=O)NCCC3=CCCCC3)CC2=O)c(OC)c1 (stereo unspecified)	-3.2	-1.8	-1.0	-0.3	3.0	5.3	-3.8	-24.5	1.3
O=C(OCC(=O)N1CCCC1)c1c[nH]c2ccccc12	1.5	-4.6	-4.5	0.3	0.9	10.0	-2.2	5.2	0.5
Cc1noc(C)c1CSCC(=O)N(C)CC(=O)Nc1ccc(F)c(F)c1F	11.7	5.3	-1.4	-0.3	-0.2	-25.4	-1.7	14.5	0.4
COc1cccc(N2CC(C(=O)OC(C)C(=O)c3ccccc3)CC2=O)c1 (stereo unspecified)	1.5	-1.9	-11.4	0.3	3.9	8.1	-3.1	-12.4	0.8
Cc1ccc(N(C)S(=O)(=O)c2cccc(C(=O)Nc3ccc(N4CCOCC4)cc3)c2)cc1	4.5	-9.8	-14.0	7.3	4.8	-6.6	-3.0	28.2	5.2
CC(C)(C)Cc1c(-c2ccccc2)nc2ccc(Br)cn12	-15.0	x	x	x	-1.1	21.1	-6.5	-2.4	0.6
Cc1ccc(Cc2nnc(SCC(=O)Nc3ccccc3)[nH]c2=O)cc1	-3.3	-2.6	-0.2	-1.1	4.8	10.7	-2.2	-16.7	0.4
CC(=O)NCCNC(=O)C1CCCCN1S(=O)(=O)c1ccccc1 (stereo unspecified)	-1.6	0.5	-16.2	1.1	2.6	24.0	-7.6	-9.5	0.3
CC(=O)N(C)c1ccc(NC(=O)Cc2cccs2)cc1	-4.4	-11.2	-6.1	0.5	1.2	-3.1	-1.5	-5.0	0.6
COc1ccc(NC(=O)CC(=O)Nc2ccc(OC)cc2)cc1	-5.9	-4.7	8.1	-1.5	0.2	12.9	0.2	6.0	2.5
O=C1CC(c2cccc(F)c2)SC(N(c2ccccc2)c2ccccc2)=N1 (stereo unspecified)	-6.1	3.7	-22.6	-0.3	x	9.1	-5.5	x	-0.1
Cc1ccc(Sc2ccc(CO)cc2[N+](=O)[O-])cc1	-8.7	-16.7	-6.7	-0.7	-3.2	13.9	-9.9	16.6	1.2
C#CCOc1ccc(/C=C2/C(=O)N(c3ccc(S(N)(=O)=O)cc3)N=C2C)cc1OC	-3.2	x	x	x	17.9	-5.0	-0.7	0.8	0.3
CS(=O)(=O)N1CCN(C(=O)COc2ccccc2)CC1	3.6	-5.5	-2.5	0.7	1.5	-8.8	-1.3	-0.4	0.4
Cc1ccc(N=c2c([N+](=O)[O-])nn(-c3ccc(Cl)cc3)n2O)cc1C	-21.1	6.0	-6.8	-0.7	-2.0	23.8	-0.3	-10.0	0.9
CC(C)NC(=O)Cn1c(SCC(=O)N2c3ccccc3CC2C)nc2ccccc21 (stereo unspecified)	3.5	-2.8	-23.6	-0.1	2.5	-7.6	-6.2	4.9	0.3
Cc1[nH]c(C(=O)O)c(C)c1C(=O)OC(C)C	14.1	-13.2	-0.3	0.3	18.4	-7.1	-1.3	-6.9	-0.2
O=C(O)c1ccc2c(c1)C(=O)N(c1ccc(OCc3ccccc3)cc1)C2=O	-3.2	-10.2	-6.3	-1.0	15.1	10.3	-3.3	2.7	-0.2
CCc1[nH]nc2c1C1(C(=O)N(Cc3ccccc3)c3ccccc31)C(C#N)=C(N)O2 (stereo unspecified)	-2.4	-3.5	-23.1	-1.3	-0.6	19.6	-4.9	-1.8	1.7
CCOC(=O)CCSCC(=O)Nc1nnc(C)s1	0.1	-1.4	-1.2	1.2	0.1	-0.6	-3.2	-12.4	0.1
O=C1c2ccccc2C(=O)C12OC2c1ccc(Cl)cc1Cl (stereo unspecified)	-4.4	-10.2	-13.3	-1.6	2.2	18.4	-7.1	-29.5	0.8
CCOc1ccc(NC(=O)CN(C)C(=O)c2ccc(OCC(=O)N3CCOCC3)c(OC)c2)cc1OCC	-6.7	x	x	x	-2.7	15.0	-5.4	2.3	4.8
Cc1cc(N2CCOCC2)c2c(N)cc(C)c(C)c2n1	-2.1	-21.1	-7.0	-0.1	1.1	10.2	-4.6	-19.9	0.3
COC(=O)c1ccc(CSc2nncn2N)cc1	-10.8	-6.8	7.4	-0.1	5.6	15.3	-9.3	11.1	-0.5
CCCCCC(=O)N/N=C(\C)c1ccc(Cl)cc1	-17.9	-6.4	-9.4	-0.4	7.4	13.6	-3.1	-5.5	0.2
Cc1cc(NCc2ccccn2)ccc1Br	-1.1	0.5	-5.9	-0.1	3.3	11.9	-0.5	-3.4	-0.4
CN1C(=O)/C(=C/c2ccccc2OCc2ccccc2F)NC1=S	-8.2	-11.8	-3.1	-0.4	11.4	11.2	-4.6	41.9	0.3
Nc1cccnc1Sc1ccccc1	-11.7	-1.4	3.2	-0.4	-0.2	1.3	-2.8	7.0	5.5
CN(Cc1cnn(C)c1)C(=O)CC1C(=O)NCCN1Cc1cccc(Oc2ccccc2)c1 (stereo unspecified)	-4.2	-13.3	-19.2	0.2	1.1	7.9	-3.6	-4.0	0.9
CCCCn1c(CCNC(=O)CCC)nc2ccccc21	10.3	-0.4	-4.0	-0.2	0.1	8.5	-4.5	-25.4	0.3
CCc1cc(=O)n2[nH]c(-c3ccccc3)c(-c3ccccc3)c2n1	-9.0	-11.9	-14.3	1.0	3.4	11.5	1.4	0.8	0.6
CCc1nc2c(OCc3ccc(Cl)cc3)cccn2c1N(C=O)Cc1ccc(OC)cc1	10.1	x	x	x	-0.8	4.2	-7.3	-1.8	-0.1
COc1ccc(NC(=O)C2CCCN2C(=O)NC2CCCCC2)cc1 (stereo unspecified)	-4.8	-5.9	-0.5	1.8	1.8	22.4	-4.7	-16.0	7.7
COc1ccc(C)cc1NC(=O)c1ccc(NS(=O)(=O)c2cccs2)cc1	-6.7	-1.3	-5.0	1.7	4.7	5.5	-6.6	17.6	0.6
NCCCC(=O)N1c2ccccc2Sc2ccc(Cl)cc21	-9.0	-3.2	-9.0	0.5	2.7	21.6	-9.5	-4.7	4.5
CCOC(=O)c1ccc2nc(NC(=O)C(C)C)sc2c1	2.2	-2.6	-13.8	-1.4	1.4	14.8	-0.9	-23.9	0.0

Assay outcomes deposited in PubChem by The Scripps Research Institute Molecular Screening Center.
